CDK5 inh – inhibitors of human CDK5/p35 kinase, primary screen, biochemical, single concentration; Cyclin-dependent kinase 5 (Homo sapiens) + Cyclin-dependent kinase 5 activator 1 (Homo …; Recombinant CDK5/p35, ADP-Glo luminescence, 60 min; inhibition, % at 10 µM; hit rate 0.01% among 330,000; AID 488839, 2010;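 active means highest replicate inhibition of at least 50% and at least 75% of replicates reaching 50%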;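 further: plate controls were DMSO neutral control for no effect and GW8510 at 10 µM for full effect; many of its hits are not listed in these tables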
AddAB inh – growth inhibition of E. coli expressing H. pylori AddAB, primary screen, AddAB inhibitor project, absorbance; hit rate 0.29% among 330,000; inhibition, % at 11.9 µM; in the data active means inhibition above about 12%;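 further: 0% = vehicle wells of infected cells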
HTR5A inv ctr – HTR5A inverse agonists in luminescence cell assay, primary screen, counter-screen for OPRM1-OPRD1 heterodimer inverse agonist project, full-deck HTS; 5-hydroxytryptamine receptor 5A (Homo sapiens), P47898; HTR5A cell line, inverse agonism; inhibition, % at 9.3 µM; hit rate 0.083% among 340,000; AID 504634, 2011; in the data active means inhibition mostly above about 23%, no sharp cut-off; inactive means mostly below about 18%;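 further: 0% = cells with DMSO and 100% = no-cell wells with DMSO; some compounds called inactive have numbers as strong as hits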
Target sequence (P47898 whole entry, looked up): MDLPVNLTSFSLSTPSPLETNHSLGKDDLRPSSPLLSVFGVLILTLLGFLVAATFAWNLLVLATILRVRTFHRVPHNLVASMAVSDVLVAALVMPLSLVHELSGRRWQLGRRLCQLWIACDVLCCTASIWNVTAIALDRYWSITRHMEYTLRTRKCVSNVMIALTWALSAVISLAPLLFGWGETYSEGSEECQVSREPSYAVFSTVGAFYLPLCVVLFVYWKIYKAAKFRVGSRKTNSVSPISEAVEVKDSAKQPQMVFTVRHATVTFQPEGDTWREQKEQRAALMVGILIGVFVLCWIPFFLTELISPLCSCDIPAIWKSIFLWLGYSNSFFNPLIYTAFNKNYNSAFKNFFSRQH
phage Ecoli inh – growth loss of phage-infected E. coli, primary screen, RecBCD inhibitor project, absorbance, with phage, HTS; AID 651602, 2012; hit rate 0.26% among 360,000; inhibition, % at 11.9 µM; in the data active means inhibition above about 11%
Tat export inh – E. coli Tat export inhibitors, primary screen, MC4100, TorA-mCherry reporter, fluorescence, single point | hit rate 0.036% among 340,000 | inhibition, % at 10 µM | AID 488895, 2010;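 active means mean replicate inhibition at least 50% and at least half of replicates individually reaching 50%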;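 further: exported cargo escapes ClpAP degradation while cytoplasmic cargo is degraded and loses fluorescence; 0% = median of neutral control wells and 100% = median of NaSCN control wells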
DAGLB inhibitor – DAGLB lipase inhibitors, primary screen, biochemical, fluorescence, HTS | HEK293T DAGLB membrane lysate, EnzChek fluorogenic substrate | inhibition, % at 5.17 µM | hit rate 0.059% among 340,000; in the data active means inhibition above about 34%;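 further: 0% = enzyme with vehicle and 100% = wells lacking enzyme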
Target sequence (Q8NCG7 whole entry, looked up): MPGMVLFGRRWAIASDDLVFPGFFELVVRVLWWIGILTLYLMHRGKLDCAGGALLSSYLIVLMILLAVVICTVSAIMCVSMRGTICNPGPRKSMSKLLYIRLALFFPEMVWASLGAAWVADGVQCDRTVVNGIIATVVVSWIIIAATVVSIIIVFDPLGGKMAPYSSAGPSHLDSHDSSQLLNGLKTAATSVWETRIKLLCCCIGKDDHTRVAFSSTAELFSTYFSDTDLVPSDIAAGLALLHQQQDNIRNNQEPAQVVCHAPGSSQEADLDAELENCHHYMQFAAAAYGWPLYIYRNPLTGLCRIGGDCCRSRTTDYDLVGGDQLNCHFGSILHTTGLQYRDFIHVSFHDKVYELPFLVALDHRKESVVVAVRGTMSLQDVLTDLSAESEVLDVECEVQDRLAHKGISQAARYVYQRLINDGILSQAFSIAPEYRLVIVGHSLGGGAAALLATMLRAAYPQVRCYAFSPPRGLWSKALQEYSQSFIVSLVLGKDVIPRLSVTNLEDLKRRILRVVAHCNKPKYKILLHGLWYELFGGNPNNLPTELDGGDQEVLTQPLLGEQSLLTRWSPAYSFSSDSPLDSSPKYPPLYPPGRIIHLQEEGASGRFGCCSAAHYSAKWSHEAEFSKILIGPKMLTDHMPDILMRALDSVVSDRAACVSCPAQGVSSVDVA
PKA-R2B act – activators of PKA-R2B holoenzyme, primary screen, biochemical, fluorescence polarization, Cy5-IP20, human; cAMP-dependent protein kinase catalytic subunit beta (Homo sapiens) + cAMP-dependent …; PKA-R2B holoenzyme dissociation; R2B truncated from residue 108, S112A mutant; 0% DMSO only, 100% 113 µM cGMP; activation, % at 11.4 µM; hit rate 0.079% among 340,000; AID 504700, 2011;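 active means activation above a cutoff set at the mean over all compounds plus 3 SD, cut at about 18% in these data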;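 further: higher means more holoenzyme dissociation and a rise in polarization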
HTR5A ag ctr – HTR5A agonists in luminescence cell assay, primary screen, counter-screen for OPRM1-OPRD1 heterodimer agonist project, full-deck HTS; 5-hydroxytryptamine receptor 5A (Homo sapiens), P47898; cell-based; activation, % at 9.3 µM; hit rate 0.61% among 340,000; in the data active means activation mostly above about 9.5%, no sharp cut-off; inactive means mostly below about 7.6%;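 further: 0% = cells with vehicle only and 100% = reference agonist; strong numbers were not always called active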
E coli growth – E. coli V3065 growth inhibition, primary screen, counter-screen for AddAB inhibitor project, absorbance, OD600 | 18 h | inhibition, % at 11.9 µM | hit rate 0.27% among 330,000;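 active means inhibition above the campaign's mean inhibition across all tested compounds plus 3 SD, cut at about 9.9% in these data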;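 further: uninfected addAB+ strain grown without phage in ampicillin broth; 0% = DMSO wells and 100% = ciprofloxacin 0.95 µg/ml wells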
PKA-R1A activ – activators of PKA-R1A holoenzyme, primary screen, biochemical, fluorescence polarization, Cy5-IP20, bovine R1A, mouse PKAc. hit rate 0.083% among 340,000. PKA-R1A dissociation; scaled: DMSO 0%, 113 µM cGMP 100%. activation, % at 11.4 µM. cAMP-dependent protein kinase type I-alpha regulatory subunit (Bos taurus) + …;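 active means percent activation above the mean of all tested compounds plus 3 SD, cut at about 19% in these data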;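 further: higher means more PKAc released from R1A so a rise in polarization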
Mot1-301 SUMO – yeast Mot1-301 growth rescue at high temperature, primary screen, SUMOylation pathway inhibitor project, S. cerevisiae, ATP luminescence, 38.5C | S. cerevisiae Mot1-301 growth rescue; percent above DMSO median, 100 means doubled | growth rescue, % at 18.8 µM | hit rate 1% among 320,000;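 active means every valid replicate shows activation above 250% relative to neutral control wells; inactive means the rest, any valid replicate at or below 250%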;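 further: OY570 slx delta 5 strain wells were the positive control but not used for scaling; some compounds called inactive have numbers as strong as hits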
Numbers without * were called inactive; . = no result given.

SMILES	CDK5 inh	AddAB inh	HTR5A inv ctr	phage Ecoli inh	Tat export inh	DAGLB inhibitor	PKA-R2B act	HTR5A ag ctr	E coli growth	PKA-R1A activ	Mot1-301 SUMO
CCC1Nc2ncnc(N3CCOCC3)c2N(Cc2ccc(C)cc2)C1=O (stereo unspecified)	-0.3	1.7	17.1	0.3	0.0	0.8	2.9	2.8	3.5	0.1	35.0
CCSc1ccccc1C(=O)NC1CCCCC1	-5.3	-0.2	-11.9	4.7	29.5	-0.5	-3.3	4.2	-0.9	-4.3	277.6
CCOC(=O)c1ccc(S(=O)(=O)N2CCN(S(=O)(=O)CC)CC2)cc1	-0.1	1.7	14.1	4.1	-10.8	-2.4	3.3	1.0	-0.6	-3.0	334.7
NC(=O)CC(NC(=O)Cc1ccc(Cl)cc1)c1ccc(NC2CCN(Cc3ccccc3)CC2)c([N+](=O)[O-])c1 (stereo unspecified)	2.0	4.5	.	2.1	-5.1	7.1	-6.7	.	2.1	-2.4	504.2
Clc1cccc(OCCCCCN2CCOCC2)c1	0.5	4.6	8.1	1.9	-2.1	-3.4	8.3	-2.2	-0.2	1.9	70.3
O=C(O)C[C@@H](CNC(=O)COc1ccc2ccc(=O)oc2c1)c1ccc(Cl)cc1	0.8	3.2	-6.5	4.1	-2.5	1.0	0.9	-3.8	-0.4	9.9	5.9
O=C(NCc1ccco1)c1ccc(COc2cc(Cl)ccc2Cl)cc1	-0.6	3.0	7.8	2.8	2.4	0.6	-6.1	-2.3	3.8	-6.4	22.8
COCCCNC(=O)CCS(=O)(=O)Cc1ccc(C)cc1	0.8	-1.8	-0.6	0.5	2.4	-1.1	2.1	2.8	-1.2	1.6	-0.2
COc1ccc(OCCOC(=O)CCS(=O)(=O)c2ccc(C)cc2)cc1	0.5	2.8	-8.7	-0.8	-7.7	-3.0	-8.4	3.5	-0.2	-6.6	-7.9
C#CCN1C(=O)C(O)(CC(=O)c2cccc(OC)c2)c2ccccc21 (stereo unspecified)	-1.1	1.9	15.1	2.2	-4.7	-1.4	-3.1	-0.9	0.6	17.0	-4.2
O=C(c1ccccc1F)N1CCN(c2cccc(C(F)(F)F)c2)CC1	0.4	-0.5	-7.8	1.2	3.2	-7.0	-11.4	0.5	-0.4	-4.3	1.9
COc1ccccc1C(=O)COC(=O)CN1C(=O)NC2(CCCC2)C1=O	0.6	1.0	9.2	0.9	-1.2	-0.8	-8.3	-3.3	-0.1	-3.9	39.7
CCOC(=O)C1=C(CSc2nccn2C)NC(=O)NC1c1ccc2c(c1)OCO2 (stereo unspecified)	-0.2	2.4	13.1	1.2	-3.1	2.2	-0.5	-5.9	-2.4	-11.5	-13.9
CCC1Oc2ccc(C)cc2N(CC(=O)NCc2cc(OC)ccc2OC)C1=O (stereo unspecified)	-1.5	0.1	-16.7	0.0	2.0	-3.5	-0.9	6.4	1.2	-1.8	-7.9
CCOc1ccc(C(=O)Nc2nnc(SCC(=O)NCC3CCCO3)s2)cc1 (stereo unspecified)	-1.3	1.5	1.0	2.1	-5.7	-8.8	4.1	3.8	-1.2	0.7	86.9
Cc1cccc(C)c1Nc1nnc(SCc2nc3ccccc3s2)s1	1.0	2.8	3.9	1.3	7.8	-3.2	7.8	-1.4	-1.3	0.0	-0.7
Cc1c(NCc2cccnc2)cccc1C(=O)O	0.7	1.1	-24.1	-0.9	6.0	-4.5	-3.1	11.4	-1.7	-10.4	20.2
COc1cc(C(=O)N2CCC(C(N)=O)CC2)ccc1OCc1c(C)noc1C	0.6	2.1	-6.1	3.3	-7.2	-0.1	-7.0	1.6	-1.9	1.4	4.1
CCCCOc1ccc(C(O)C(CN2CCCCC2)c2ccccc2)cc1 (stereo unspecified)	-0.4	-2.2	-5.4	6.8	3.5	-1.2	-16.9	2.1	-3.8	-2.2	25.7
CCOC(=O)C1CCCN(CC(=O)Nc2c(C(=O)OC)[nH]c3ccccc23)C1 (stereo unspecified)	0.5	1.2	-4.7	4.5	1.2	-1.3	2.0	3.2	-1.4	-1.9	-12.0
O=C(NNC(=O)c1ccc2c(=O)n3c(nc2c1)CCC3)c1ccc(Cl)cc1	0.2	0.3	-26.3	-0.9	-3.6	-2.0	-0.1	1.2	2.1	0.9	-10.0
CCCCNC(=O)c1nnn(-c2ccccc2)c1N	0.6	2.8	2.2	3.8	0.9	-0.1	-3.1	5.3	-3.8	2.1	0.6
N#Cc1cc2ccccc2nc1SCC(=O)Nc1ccccc1N1CCOCC1	-1.0	2.9	-31.0	-0.2	10.0	-6.6	3.3	4.5	0.9	-1.5	-6.7
C=CCn1c(SCC(O)Cn2c3ccccc3c3ccccc32)nnc1-c1ccco1 (stereo unspecified)	0.9	-0.3	-11.5	1.1	5.2	-1.1	-6.7	4.5	1.3	-4.3	-22.5
COc1cc(C(=O)NCC(c2cccnc2)N2CCN(C)CC2)cc(OC)c1OC (stereo unspecified)	1.8	3.5	6.3	3.1	-1.3	0.7	6.9	5.9	0.5	2.3	-0.5
Cc1cc(C(=O)N/N=C/c2cccs2)n[nH]1	-0.7	4.1	.	3.3	0.6	.	.	.	1.1	.	-14.8
CN=Cc1nc(-c2ccccc2)oc1O	1.6	1.9	-8.6	1.4	1.8	-3.1	-11.3	2.1	-1.6	-14.1	2.0
Cc1ccc2c(c1)oc(=O)n2CC(=O)c1ccccc1	0.9	-0.3	-16.4	3.5	-0.9	-1.4	0.3	-0.1	0.3	3.5	-3.4
COc1ccc(NC(=O)C(C)(C)Oc2ccc(Cl)cc2)cn1	0.1	1.8	3.2	6.0	-3.3	-4.2	-14.8	-0.7	1.6	3.3	-3.2
O=C(Cn1cc(C(F)(F)F)ccc1=O)N/N=C/c1ccc(F)cc1	3.3	0.0	31.9	1.1	-2.5	1.4	-2.1	8.2	-0.1	-4.2	-5.5
O=C1OCC2=C1C(c1ccc(Cl)cc1)c1cc3c(cc1O2)OCO3 (stereo unspecified)	2.7	.	6.0	-2.6	2.9	-2.0	-5.2	-1.5	.	-1.1	.
O=[N+]([O-])c1ccc(Cl)c(C2Nc3cccc4cccc(c34)N2)c1	-1.9	4.3	4.4	-0.6	-5.4	12.1	0.8	-1.4	-0.2	-5.6	-36.7
O=S1(=O)CC(N2CCOCC2)c2ccccc21 (stereo unspecified)	0.2	1.7	-2.9	0.6	-2.3	1.5	-8.6	5.4	-2.5	-3.3	-0.9
CC(=O)NS(=O)(=O)c1ccc(N=c2ssc3c2-c2ccc(C)cc2NC3(C)C)cc1	-1.0	2.3	-7.8	1.5	-1.4	10.5	-2.0	2.9	0.4	-5.8	274.9
Cc1cc(C)c(NC(=O)C2CC(=O)N(Cc3ccccc3)C2)c(C)c1 (stereo unspecified)	0.1	4.6	-18.9	4.3	-6.7	0.5	9.1	6.7	2.0	-1.1	6.0
O=C(COC(=O)Cn1cnc2ccccc21)Nc1ccc(F)c(F)c1	-0.6	-1.4	1.5	0.2	-4.9	-1.5	-5.5	-0.4	0.8	-1.4	-15.2
COc1ccc(S(=O)(=O)Nc2cc([N+](=O)[O-])ccc2OC)cc1	2.0	3.2	7.8	5.5	0.7	-0.3	-5.6	-2.1	-0.9	-1.7	3.0
Cc1ccc(S(=O)(=O)N2CCOCC2)cc1C(=O)NCc1ccc2c(c1)OCO2	-0.6	0.0	1.4	1.5	3.0	-3.4	7.1	2.2	-0.8	-3.6	-2.6
COc1ccccc1N(C)S(=O)(=O)c1ccc(C(=O)N(CC(N)=O)C(C)C)cc1	0.1	5.8	6.1	3.2	0.7	-2.6	2.1	-0.5	-1.1	1.8	-2.0
CC(=O)Nc1ccc(S(=O)(=O)N(C#N)c2nc(C)cc(C)n2)cc1	-2.1	4.8	2.2	3.7	-4.8	0.6	4.5	-0.6	-1.1	-9.6	2.8
O=C(CCN1C(=O)/C(=C\c2ccccc2Cl)SC1=S)N1CCN(c2ccccc2)CC1	0.2	1.2	7.4	0.6	6.0	-2.6	-8.1	0.8	0.2	-6.2	1.7
CC12CC3CC(C1)CC(C(=O)NNC(=O)c1ccncc1)(C3)C2	-0.9	0.4	11.5	0.1	-4.1	-1.0	-7.9	-2.8	-2.4	-9.5	-8.3
C/C(=N/NC(=O)CSc1ccccn1)c1ccc([N+](=O)[O-])cc1	0.4	-0.9	-18.6	3.4	-5.0	-0.6	-6.1	4.5	-2.3	-10.3	4.3
CCOc1ccc(NC(=O)CSc2nncc(=O)n2N)cc1	-4.0	0.1	-7.8	-1.4	8.1	1.2	5.8	4.3	-2.9	6.8	-5.0
CC(=O)c1c(C)n(CCO)c2ccc(O)cc12	1.4	2.6	20.6	2.8	-3.1	-1.1	7.0	0.5	-0.1	-11.3	-6.0
COc1ccc(S(=O)(=O)N2CN(CCc3ccc(OC)c(OC)c3)c3nc4ccccc4nc32)cc1	0.6	2.9	-3.3	1.0	-5.0	-2.1	-21.1	7.0	0.4	1.6	104.0
Cc1cccc(C2NC(=O)c3ccccc3N2)c1 (stereo unspecified)	0.4	.	-18.4	1.5	-7.6	1.7	-15.2	4.8	.	6.3	.
NNc1ncnc2c1cnn2-c1ccccc1	-0.4	4.7	-5.2	2.9	6.2	-1.2	-5.7	3.7	-0.3	-4.9	177.0
CCOc1cc(C(=O)NCCN2CCOCC2)cc(OCC)c1OCC	0.8	-2.0	-17.7	1.8	6.5	2.7	10.2	7.0	0.0	-10.6	7.3
O=C(O)c1sc2cc(C(F)(F)F)cnc2c1-c1ccccn1	-4.3	-0.3	-4.8	1.7	-5.5	0.5	-14.0	1.7	-0.2	0.4	3.8

(further entries)
SMILES	CDK5 inh	AddAB inh	HTR5A inv ctr	phage Ecoli inh	Tat export inh	DAGLB inhibitor	PKA-R2B act	HTR5A ag ctr	E coli growth	PKA-R1A activ	Mot1-301 SUMO
O=C(N=C1SC2CS(=O)(=O)CC2N1c1ccccc1C(F)(F)F)C1CCCO1 (stereo unspecified)	.	1.7	12.4	1.3	-6.4	1.6	2.2	5.4	-2.6	6.2	-6.6
Cc1ccc(NC(=O)CO/N=C(\N)c2nonc2N)cc1C	0.3	-2.5	6.8	4.4	-7.4	0.4	-11.3	-1.6	-3.0	0.8	-12.6
Cc1cc2nc(C3CCN(Cc4nnnn4Cc4ccccc4)CC3)[nH]c2cc1C	0.3	1.7	-0.8	1.4	0.8	-0.8	1.5	0.3	-2.2	7.0	8.7
CCSc1nnc2c(n1)OC(c1ccc(C(=O)O)cc1)N(C(C)=O)c1ccccc1-2 (stereo unspecified)	-0.1	3.8	15.4	3.8	-1.2	1.7	8.9	-5.8	-1.0	-1.4	33.5

Screens (PubChem)
